Source: PubChem BioAssay
Tat export inh – E. coli Tat transport inhibition; hit rate 0.036% among 340,000; E. coli MC4100 TorA-mCherry Tat export, fluorescence; inhibition, % at 10 µM;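 active = mean replicate inhibition at least 50% and at least half of replicates individually reaching 50%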;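 note: exported cargo escapes ClpAP degradation while cytoplasmic cargo is degraded and loses fluorescence; 0% = median of neutral control wells and 100% = median of NaSCN control wells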
phage Ecoli inh – E. coli growth loss with phage present | growth absorbance | inhibition, % at 11.9 µM | hit rate 0.26% among 360,000 | AID 651602; in the data active = inhibition above about 11%
SUMO Mot1 rescue – SUMOylation pathway inhibition by Mot1-301 growth rescue | S. cerevisiae Mot1-301 growth rescue, ATP luminescence, 38.5C; percent above DMSO median, 100 means doubled | growth rescue, % at 18.8 µM | hit rate 1% among 320,000;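 active = every valid replicate shows activation above 250% relative to neutral control wells; inactive = the rest, any valid replicate at or below 250%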;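 note: OY570 slx delta 5 strain wells were the positive control but not used for scaling; some compounds called inactive have numbers as strong as hits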
PKA-R1A activ – activators of PKA-R1A complex. P00514+P68181. PKA-R1A dissociation, Cy5-IP20 fluorescence polarization; scaled: DMSO 0%, 113 µM cGMP 100%. activation, % at 11.4 µM. hit rate 0.083% among 340,000;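 active = percent activation above the mean of all tested compounds plus 3 SD, cut at about 19% in these data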;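 note: higher means more PKAc released from R1A so a rise in polarization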
HTR5A inv ctr – inverse agonist of human HTR5A in OPRM1-OPRD1 counter-screen. HTR5A cell line, luminescence, inverse agonism. inhibition, % at 9.3 µM. hit rate 0.083% among 340,000; in the data active = inhibition mostly above about 23%, no sharp cut-off; inactive = mostly below about 18%;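 note: 0% = cells with DMSO and 100% = no-cell wells with DMSO; some compounds called inactive have numbers as strong as hits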
Target sequence (P47898 whole entry, looked up): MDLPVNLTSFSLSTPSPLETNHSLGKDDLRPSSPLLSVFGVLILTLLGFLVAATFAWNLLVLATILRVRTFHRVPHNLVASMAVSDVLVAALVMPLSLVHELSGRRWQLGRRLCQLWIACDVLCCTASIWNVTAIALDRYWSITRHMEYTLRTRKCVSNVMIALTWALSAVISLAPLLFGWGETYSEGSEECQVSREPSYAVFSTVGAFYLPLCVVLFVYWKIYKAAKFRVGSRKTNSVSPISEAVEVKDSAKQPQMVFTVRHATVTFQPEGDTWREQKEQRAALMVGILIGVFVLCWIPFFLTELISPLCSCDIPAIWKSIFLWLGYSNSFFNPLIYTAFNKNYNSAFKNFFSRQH
AddAB inh – less growth of phage-infected E. coli with AddAB; E. coli expressing H. pylori AddAB, absorbance growth; AID 435030; hit rate 0.29% among 330,000; inhibition, % at 11.9 µM; in the data active = inhibition above about 12%;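 note: 0% = vehicle wells of infected cells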
PKA-R2B activ – PKA-R2B complex activation; P22694+P31323; PKA-R2B holoenzyme dissociation, Cy5-IP20 fluorescence polarization; R2B truncated from residue 108, S112A mutant; 0% DMSO only, 100% 113 µM cGMP; activation, % at 11.4 µM; hit rate 0.079% among 340,000; AID 504700;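 active = activation above a cutoff set at the mean over all compounds plus 3 SD, cut at about 18% in these data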;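 note: higher means more holoenzyme dissociation and a rise in polarization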
Target sequence (P31323 whole entry, looked up, other chains not shown, the tested form may be a part): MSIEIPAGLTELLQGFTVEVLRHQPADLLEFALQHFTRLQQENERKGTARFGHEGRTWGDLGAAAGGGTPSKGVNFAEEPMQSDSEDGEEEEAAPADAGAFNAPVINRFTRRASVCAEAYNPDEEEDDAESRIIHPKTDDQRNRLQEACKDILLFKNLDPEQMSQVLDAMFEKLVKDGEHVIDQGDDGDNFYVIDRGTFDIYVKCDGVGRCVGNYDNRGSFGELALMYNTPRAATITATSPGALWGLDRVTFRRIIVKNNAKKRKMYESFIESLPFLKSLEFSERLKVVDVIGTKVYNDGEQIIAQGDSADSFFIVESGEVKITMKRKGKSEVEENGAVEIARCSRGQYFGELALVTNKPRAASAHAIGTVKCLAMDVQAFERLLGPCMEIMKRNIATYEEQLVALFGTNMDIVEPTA
OPRM1-OPRD1 ag – OPRM1-OPRD1 heterodimerization agonism. cells, luminescence. activation, % at 9.3 µM. hit rate 0.3% among 340,000; in the data active = activation above about 18%;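 note: 0% = vehicle-treated cells and 100% = reference agonist; values of inactives mirror those of a sister screen read the other way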
PfHsp90 set2 – growth inhibition of yeast expressing Plasmodium Hsp90; S. cerevisiae expressing PfHsp90, BacTiter-Glo ATP, 48 h; yeast lacking PDR1 and PDR3 efflux regulators; inhibition, % at 9.4 µM; hit rate 0.32% among 310,000; AID 504621;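 active = every replicate shows inhibition above about 80%, whatever the replicate mean, limit read from the data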;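 note: 0% = DMSO neutral controls and 100% = 20 µM radicicol positive controls; yeast relying on Plasmodium falciparum Hsp90 in place of its own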
OPRM1-OPRD1 inv – mu-delta opioid heterodimer inverse agonism; P35372+P41143; cell-based MOR-DOR heterodimer luminescence; inhibition, % at 9.3 µM; hit rate 0.21% among 340,000; AID 504357; in the data active = inhibition above about 22%, passing the limit was not always enough;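 note: 0% = cells with DMSO and 100% = wells without cells with DMSO; values of inactives mirror those of a sister screen read the other way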
E coli growth – reduces bacterial viability in AddAB counter-screen; E. coli V3065 growth, OD600 absorbance, 18 h; inhibition, % at 11.9 µM; hit rate 0.27% among 330,000;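 active = inhibition above the campaign's mean inhibition across all tested compounds plus 3 SD, cut at about 9.9% in these data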;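 note: uninfected addAB+ strain grown without phage in ampicillin broth; 0% = DMSO wells and 100% = ciprofloxacin 0.95 µg/ml wells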
Numbers without * were called inactive; . = not tested or not shown.

SMILES | Tat export inh | phage Ecoli inh | SUMO Mot1 rescue | PKA-R1A activ | HTR5A inv ctr | AddAB inh | PKA-R2B activ | OPRM1-OPRD1 ag | PfHsp90 set2 | OPRM1-OPRD1 inv | E coli growth
COc1ccc(CCN(C)C(=O)c2c(C)noc2C)cc1OC | -2.9 | -2.8 | -7.1 | -4.6 | 24.0 | 1.2 | -1.3 | -3.0 | 14.3 | 12.4 | 2.5
S=c1[nH]nc(COc2ccccc2)n1-c1ccc(Cl)cc1 | -0.9 | -0.1 | . | -4.3 | -0.5 | . | -8.0 | 0.2 | 1.6 | -1.1 | .
COc1cccc(-c2nc(CS(=O)(=O)CC(=O)Nc3ccc(F)cc3F)c(C)o2)c1 | 7.1 | 1.4 | 10.0 | -14.8 | -1.7 | -0.4 | 2.7 | 5.7 | -7.1 | -28.2 | -0.1
O=C(/C=C/c1cc([N+](=O)[O-])ccc1OC(F)F)Nc1cccc(OC(F)F)c1 | -3.7 | -0.4 | -16.1 | -9.2 | 9.9 | 2.0 | -1.0 | 5.0 | 2.3 | -24.1 | -0.8
O=C(O)CCc1ccc(-c2ccccc2)n1CC1CCCO1 (stereo unspecified) | -0.9 | 2.3 | 13.6 | -7.2 | -12.1 | 1.9 | 8.3 | -0.5 | 25.9 | 2.2 | -0.1
O=C(c1ccc(Cl)cc1)c1nnc(-c2ccncc2)o1 | 6.3 | 2.5 | 0.4 | -4.2 | -19.5 | 3.6 | -1.8 | 2.8 | -17.1 | -15.2 | -0.6
Cc1cccc(C(=O)NCCc2nnc(SCC(=O)Nc3cccc(C(=O)O)c3)n2C)c1 | 8.0 | 2.1 | -11.2 | -1.7 | -12.5 | . | -4.6 | -1.3 | -5.5 | 5.3 | .
CC(C)n1c(O)c(/C=C2\C=Nc3ccccc32)sc1=Nc1ccccc1 | 0.3 | 2.4 | 3.8 | -2.5 | -5.8 | 1.1 | -2.1 | 1.7 | -5.1 | -9.8 | -3.4
Cc1ccc(C)c(-c2[nH]ncc2CN2CCCC(CO)(Cc3ccccc3C)C2)c1 (stereo unspecified) | 4.6 | 0.3 | 2.5 | -9.5 | -2.9 | 2.0 | 1.9 | -0.1 | 2.2 | 0.7 | -1.3
C=CCn1c(SCC(=O)O)nnc1-c1ccccc1 | -4.3 | 0.3 | -7.5 | -5.6 | 9.8 | 4.2 | -11.8 | -2.0 | . | 9.0 | 1.3
CC(C)N(Cc1ccccc1)C(=O)/C=C/c1ccccc1[N+](=O)[O-] | 0.1 | 2.5 | -3.3 | 10.6 | 15.6 | -1.1 | -1.3 | -3.0 | 16.1 | 15.2 | -0.3
CC1CCC(NC(=O)CN2C(=O)c3ccccc3S2(=O)=O)CC1 (stereo unspecified) | -3.4 | 0.2 | -3.2 | 3.1 | 6.5 | -0.2 | -4.8 | -2.4 | 12.1 | 9.4 | -2.2
Clc1ccc(-n2cc(-c3ccc(Br)cc3)[n+]3c2CCCCC3)cc1 | 8.9 | 1.9 | 0.1 | -0.1 | 27.4 | 8.6 | -0.7 | 1.2 | 14.9 | -6.1 | -0.8
Cc1csc(SCc2nc3sc4c(c3c(=O)[nH]2)CCC4)n1 | -7.6 | 1.9 | . | -12.3 | -13.6 | . | -5.2 | -1.2 | -15.4 | 7.3 | .
O=C(N/N=C/c1cn(Cc2ccccc2)c2ccccc12)c1ccncc1 | -1.2 | 2.8 | 1.8 | -8.1 | 6.7 | 2.7 | 5.5 | -0.3 | -39.5 | 1.9 | 1.9
Cc1nc2scc(C)n2c(=O)c1S(=O)(=O)Nc1ccc(N2CCOCC2)cc1 | 5.5 | -1.0 | -14.0 | -4.5 | -3.7 | 1.3 | -9.8 | -1.5 | -19.8 | 7.7 | -0.1
CCN(CC)S(=O)(=O)c1ccc(OC)nc1 | 4.3 | 2.6 | 1.1 | 2.3 | -35.5 | -1.9 | -4.9 | -1.5 | -4.5 | 8.2 | 1.5
CCNS(=O)(=O)c1ccc(CCC(=O)N2CCN(c3ccccc3)CC2)cc1 | 3.4 | 1.9 | 1.4 | -2.0 | -4.5 | 2.3 | 5.2 | -0.3 | -9.4 | 1.6 | 0.6
COc1coc(/C=C/C(=O)O)cc1=O | -7.4 | 3.9 | -1.5 | 0.7 | 17.7 | 2.8 | -5.3 | 0.1 | 9.9 | -0.7 | 2.1
CC1(C)Cc2c(C#N)c(N3CCCC3)nc(-c3ccco3)c2CO1 | 9.2 | 1.1 | -5.6 | 2.2 | -9.2 | 1.4 | -11.2 | -1.9 | -3.4 | 10.0 | -4.8
CCc1nnc(NC(=O)CSc2n[nH]c(-c3ccccc3O)n2)s1 | -8.3 | 4.9 | -15.1 | -8.0 | 0.0 | 0.0 | 7.4 | -2.1 | -8.7 | 9.8 | -1.5
CCN(c1ccccc1)S(=O)(=O)c1ccc(C(=O)Nc2nnc(CSC)o2)cc1 | 6.8 | 2.0 | 0.1 | -4.7 | 14.1 | -4.3 | -14.8 | -1.3 | -25.5 | 9.0 | -7.0
O=C(Nc1c(F)c(F)c(F)c(F)c1F)NC1CCCCC1 | 0.8 | 1.0 | 698.6* | 1.4 | 0.1 | 0.4 | 0.0 | -4.3 | 0.3 | 18.7 | 0.9
O=C(NCc1ccco1)/C(=C\c1ccco1)NC(=O)c1cccs1 | 2.7 | 4.8 | 7.5 | 5.0 | -8.2 | 4.3 | -0.6 | -1.2 | -10.8 | 6.1 | 1.3
COc1ccc(/C=N/n2c(=S)n(C)c3ccccc32)cc1OC | 4.2 | -0.3 | 0.1 | 5.0 | -12.3 | 3.3 | -1.1 | 0.9 | -6.1 | -4.9 | -1.7
Cc1cccc2nc(CSc3nnnn3-c3ccccc3)cn12 | 1.4 | 0.3 | -15.3 | -13.6 | 5.1 | -1.5 | -0.5 | -1.1 | . | 6.7 | -2.2
O=C(NCCN1CCOCC1)N1CCOCC1 | 0.2 | 1.9 | 5.8 | -4.8 | 0.5 | 0.0 | -6.0 | -2.2 | -9.8 | 11.0 | 0.7
CCc1ccc(C(=O)COC(=O)c2cccc(N3C(=O)c4c(C)nc5ccccc5c4C3=O)c2)cc1 | -7.8 | 4.3 | -11.4 | 5.0 | 17.9 | 0.2 | -2.0 | 0.8 | 18.9 | -3.9 | -1.5
CC(C)CCN1C(=O)c2ccc(C(=O)OCC(=O)N(C)C3CCS(=O)(=O)C3)cc2C1=O (stereo unspecified) | 5.8 | 0.4 | -6.3 | -6.1 | 6.6 | 2.0 | 1.4 | -2.2 | -5.6 | 11.2 | 3.4
CCOc1ccc(CN(C)C(=O)CN2C(=O)NC(c3ccccc3)(c3ccccc3)C2=O)cc1 | 0.7 | 1.2 | . | -7.4 | 4.3 | -1.1 | 1.6 | 1.6 | . | -6.9 | -2.2
c1nc(N2CCCCC2)c2[nH]cnc2n1 | -4.0 | 3.8 | -3.4 | 3.8 | -6.4 | 0.1 | 5.2 | -0.9 | 2.4 | 5.2 | -0.6
O=C(c1ccc2ncsc2c1)N1CCN(c2ccc(O)cc2)CC1 | -9.1 | 3.1 | -2.8 | -6.6 | -11.5 | 1.1 | 1.0 | -0.7 | 1.5 | 3.9 | -0.1
COc1ccc(OC)c(C2NC(=O)NC(C)=C2C(=O)Nc2ccc(C)cc2C)c1 (stereo unspecified) | -0.3 | 3.3 | -11.5 | -3.3 | -9.9 | -0.1 | 4.9 | -2.7 | -9.6 | 13.4 | -0.7
O=C(NCCOc1ccc(Cl)cc1)c1cccc(S(=O)(=O)N2CCCC2)c1 | 6.7 | 2.5 | -9.9 | 14.4 | -21.6 | 0.9 | 5.4 | 2.2 | 7.3 | -9.0 | 1.2
CNC(=O)C(=O)NCCc1ccc(Cl)cc1 | -4.7 | 1.5 | -0.2 | 7.5 | 10.4 | 4.6 | 2.8 | -2.2 | -6.5 | 10.9 | 1.9
CCNC(=O)CC1C(=O)N(c2ccccc2)C(=O)N1CCc1ccc(OC)c(OC)c1 (stereo unspecified) | -8.5 | 2.6 | -4.2 | 4.3 | 8.9 | 1.3 | 2.3 | -1.1 | . | 6.4 | 0.4
CC(C)C(NC(=O)C12CC3CC(CC(C3)C1)C2)C(=O)N/N=C/C1=C(N2CCOCC2)C(=C\c2ccc([N+](=O)[O-])cc2)/CC1 (stereo unspecified) | 1.0 | 4.5 | 113.7 | 3.0 | -3.6 | -1.1 | -3.8 | -0.7 | -36.4 | 5.3 | 0.3
Cc1cc2c(c(C)c1CCO)C(=O)[C@H](C)C2 | 3.8 | 1.1 | . | -3.1 | -23.6 | 3.3 | 1.5 | -0.2 | 6.9 | 0.9 | 1.3
COc1ccc(-n2ncc3c2CC(C)(C)CC3NC(=O)c2cnc(C)cn2)cc1 (stereo unspecified) | -4.6 | 4.6 | 5.2 | 0.1 | 9.2 | 5.2 | 0.0 | -3.5 | 5.9 | 18.1 | -0.6
CCOC(=O)c1ccc(NC(=O)C2(N3C(=O)c4ccccc4C3=O)CCCC2)cc1 | -1.1 | 3.6 | . | -1.9 | 10.1 | . | -9.9 | 0.7 | -14.0 | -3.5 | .

Records above shown as hits in SUMO Mot1 rescue.
SMILES | Tat export inh | phage Ecoli inh | SUMO Mot1 rescue | PKA-R1A activ | AddAB inh | PKA-R2B activ | OPRM1-OPRD1 ag | OPRM1-OPRD1 inv
O=C(Nc1c(F)c(F)c(F)c(F)c1F)NC1CCCCC1 | 0.8 | 1.0 | 698.6* | 1.4 | 0.4 | 0.0 | -4.3 | 18.7

Later entries.
SMILES | Tat export inh | phage Ecoli inh | SUMO Mot1 rescue | PKA-R1A activ | HTR5A inv ctr | AddAB inh | PKA-R2B activ | OPRM1-OPRD1 ag | PfHsp90 set2 | OPRM1-OPRD1 inv | E coli growth
CC(C)CC(NC(=O)OC(C)(C)C)c1cn([C@@H](CCC(=O)OC(C)(C)C)C(=O)N2CCN(C(=O)OC(C)(C)C)CC2)nn1 (stereo partly specified) | 9.5 | 1.6 | 9.2 | -6.7 | -4.4 | 2.6 | 0.0 | -2.0 | 0.1 | 11.6 | -1.4
Cc1c(Cl)ccc2c1NC(=O)C21NC(CCC(N)=O)[C@H]2C(=O)N(c3ccc(Cl)cc3)C(=O)[C@H]21 (stereo partly specified) | -7.1 | 0.9 | -11.9 | -5.5 | -25.9 | -3.5 | 6.3 | -3.7 | 0.5 | 19.4 | -2.2
O=C(c1ccccc1)N1N=C(c2ccccc2)CC1c1ccccc1 (stereo unspecified) | -0.9 | -2.0 | 21.8 | -23.7 | -0.6 | -1.2 | 2.1 | 0.8 | 2.9 | -3.6 | -1.1
CS(=O)(=O)N1CCN(c2ccc(NC(=O)c3ccc([N+](=O)[O-])o3)cc2)CC1 | -12.5 | 8.0 | . | -4.3 | 16.1 | . | -4.3 | 4.4 | -11.0 | -24.3 | .
COc1ccc(CNC(=O)CN(Cc2ccccc2)C(=O)CCC(=O)Nc2nccs2)cc1 | 1.3 | 2.2 | 72.4 | 8.1 | 9.9 | 5.4 | -4.4 | -2.5 | 8.1 | 13.8 | -1.6
Cc1ccc(S(=O)(=O)NN2C(=O)c3ccccc3NC2c2ccco2)cc1 (stereo unspecified) | -1.1 | 4.9 | -0.9 | . | . | 4.7 | . | . | 3.1 | . | 1.0
